LEDGF integ inh: blocks HIV-1 LEDGF/p75-dependent DNA integration; inhibition, % at 3.7 µM; TR-FRET IN-LEDGF/p75 DNA integration, Eu/Cy5; AID 743269; hit rate 0.64% among 370,000;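 active means inhibition above the screen-wide mean plus 3 SD, cut at about 13% in these data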;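 further: signal is the Cy5 over europium emission ratio at 671 and 618 nm; 0% = plate median of compound wells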
Tn6 DDE FP: DD(E)-Tn6 binding inhibition, primary FP screen | P02675 | hit rate 0.21% among 370,000 | inhibition, % at 8.3 µM | Fibrin DD(E) TRITC-Tn6 fluorescence polarization displacement;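 active means inhibition above a per-campaign cutoff: mean of compounds within control limits plus 3 SD, cut at about 15% in these data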;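 further: 0% = median of all compound wells on the plate and 100% = blocking peptide control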
Target sequence (P02675 whole entry, looked up): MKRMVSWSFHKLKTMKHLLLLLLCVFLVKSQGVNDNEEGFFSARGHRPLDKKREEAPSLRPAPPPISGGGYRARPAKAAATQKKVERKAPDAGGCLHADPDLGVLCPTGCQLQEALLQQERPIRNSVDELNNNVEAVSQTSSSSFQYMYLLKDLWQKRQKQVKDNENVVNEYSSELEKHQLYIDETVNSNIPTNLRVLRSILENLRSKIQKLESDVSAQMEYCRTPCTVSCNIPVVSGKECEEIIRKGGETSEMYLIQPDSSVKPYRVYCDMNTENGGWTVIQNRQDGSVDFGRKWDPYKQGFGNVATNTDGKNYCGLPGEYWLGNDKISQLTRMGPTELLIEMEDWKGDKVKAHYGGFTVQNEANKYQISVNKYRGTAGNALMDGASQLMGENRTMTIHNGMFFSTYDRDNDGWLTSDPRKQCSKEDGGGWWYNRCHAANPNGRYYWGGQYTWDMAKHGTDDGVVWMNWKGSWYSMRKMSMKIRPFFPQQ
proKLK7 act: proKLK7 (human) activation, primary screen; P49862; purified proKLK7, EDANS-DABCYL substrate fluorescence; 100% is mature enzyme control, 0% vehicle; activation, % at 7 µM; hit rate 0.9% among 370,000;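 active means activation above the mean of all tested compounds plus 3 SD, computed per campaign excluding outliers beyond control limits, cut at about 13% in these data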
MBD2 inh: blocks human MBD2 binding to methylated DNA | Q9UBB5 | TR-FRET, MBD2 binding to methylated oligonucleotide | inhibition, % at 4.4 µM | hit rate 0.31% among 370,000; in the data active means inhibition above about 13%
TCR CD3 inh: blocks the human TCR-CD3 interaction. TAMRA-labeled TCR probe fluorescence, biochemical. inhibition, % at 9.4 µM. hit rate 0.37% among 360,000. AID 651800; in the data active means inhibition above about 19%;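 further: recombinant mutant TCR 2C K166C tagged with TAMRA read by polarization; 0% = receptor in buffer alone and 100% = receptor with positive control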
SIAE primary: human SIAE inhibition, primary screen; Q9HAT2; SIAE FP-Rh probe binding, fluorescence polarization; inhibition, % at 9.66 µM; hit rate 0.69% among 370,000;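 active means inhibition above a cutoff: mean of compounds within the control limits plus 3 SD of those, cut at about 17% in these data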;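 further: 0% = plate median of compound wells and 100% = probe without SIAE protein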
TDP2 inh: TDP2 (human) inhibition, absorbance primary screen. O95551. recombinant TDP2, T5PNP hydrolysis, p-nitrophenol absorbance 415 nm. inhibition, % at 12.8 µM. hit rate 0.34% among 370,000;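 active means inhibition above the mean of all tested compounds plus 3 SD, set per campaign, cut at about 25% in these data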;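 further: 0% = DMSO with enzyme and 100% = buffer with substrate but no TDP2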
Target sequence (O95551 whole entry, looked up): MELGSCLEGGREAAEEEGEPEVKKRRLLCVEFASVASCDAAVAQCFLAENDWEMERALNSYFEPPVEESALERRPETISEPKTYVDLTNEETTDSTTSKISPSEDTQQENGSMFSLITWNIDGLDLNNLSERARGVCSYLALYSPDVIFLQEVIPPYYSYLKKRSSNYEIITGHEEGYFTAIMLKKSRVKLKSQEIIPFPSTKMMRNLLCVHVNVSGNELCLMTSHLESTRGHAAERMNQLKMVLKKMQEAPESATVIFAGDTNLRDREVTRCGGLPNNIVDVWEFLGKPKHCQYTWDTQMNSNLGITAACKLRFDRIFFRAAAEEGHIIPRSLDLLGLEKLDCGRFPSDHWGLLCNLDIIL
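System – recombinant human TDP2 · Amount – 120 nM TDP2 per well · Buffer or medium – Mg2+-containing Tris-HCl buffer, pH 7.5 · Reagent – T5PNP substrate, 5 mM · Dosing – 12.8 µM single point, 1% DMSO · Incubation – 2 h at 37 °C · Measured by – epi absorbance · Read-out basis – percent inhibition · Benchmarks – high control without enzyme, low control DMSO plus TDP2 · Repeats – singlicate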
UHRF1 MBD2 ctr: human UHRF1 methylated DNA binding inhibitors; UHRF1 binding to methylated oligo, TR-FRET; inhibition, % at 4.4 µM; hit rate 0.75% among 370,000; in the data active means inhibition above about 21%;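 further: UHRF1 SRA domain binding a hemimethylated CpG hairpin DNA probe; 0% = median of test compound wells and 100% = reference inhibitor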
PRMT1 FP inh: inhibitors of human PRMT1; Q99873; recombinant PRMT1, activity-based probe fluorescence polarization; inhibition, % at 2.79 µM; hit rate 1.3% among 370,000;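 active means inhibition above about 21% made by adding two undisclosed values, limit read from the data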
Tn7 DDE FP: DD(E)-Tn7 binding inhibition, primary FP screen; P02675; FP displacement of FITC-Tn7 peptide from fibrin DD(E); 0% = median of compound wells per plate; inhibition, % at 8.3 µM; hit rate 0.13% among 370,000;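 active means inhibition above the mean of compounds falling within the control limits plus 3 SD of them, cut at about 14% in these data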;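 further: 0% = plate median of compound wells and 100% = 10 µM Aha-Tn7 peptide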
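Assay system: human fibrin DD(E). Input: DD(E) 2 µM final. Medium: Tris buffer with calcium and detergent, pH 7.8. Compound dosing: single point at 8.3 µM. Timing: 10 min plus 3 h, room temperature. Technique: fluorescence polarization of the labelled Tn7 tracer. Read-out: percent inhibition. Replicates: singlicate testing.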
The depositor's hits bear a star.

item	structure	LEDGF integ inh	Tn6 DDE FP	proKLK7 act	MBD2 inh	TCR CD3 inh	SIAE primary	TDP2 inh	UHRF1 MBD2 ctr	PRMT1 FP inh	Tn7 DDE FP
1	C[C@H](CO)N1C[C@H](C)[C@@H](CN(C)C)OCc2cnnn2CCCC1=O	-1	5	-0.1	1	-1	5	-2	0	2	-5
2	COc1ccc(NC(=O)N(C)C[C@H]2OCc3cnnn3CCCC(=O)N([C@@H](C)CO)C[C@H]2C)cc1	5	3	0.4	1	4	2	-2	1	-2	3
3	CSc1ccccc1C(=O)OCC(=O)NC1CCS(=O)(=O)C1 (centres undefined)	4	2	0.3	-1	1	3	9	3	0	5
4	CN(CCC#N)S(=O)(=O)c1cc2c3c(c1)CCN3C(=O)CC2	-2	4	-0.2	-4	-2	12	-14	-3	-2	6
5	CCOc1ncccc1C(=O)OCC(=O)Nc1ccc(C(C)C)cc1	-5	1	-0.2	-1	-6	-5	2	0	1	0
6	CCN(c1ccccc1)S(=O)(=O)c1cccc(C(=O)NCc2cccnc2)c1	3	3	-0.6	-4	9	-5	-5	0	1	-16
7	CC(NC(=O)/C(=C\c1ccco1)NC(=O)c1ccco1)C(=O)O (centres undefined)	2	3	0.5	-8	-6	8	-8	0	18	5
8	CCC(=O)Nc1cccc(-c2nnc(SCC(=O)NCc3ccco3)n2C)c1	-4	5	0.4	0	-3	-4	12	1	-3	3
9	Cc1cn([C@H]2C[C@H](O)[C@@H](CNCC3=Cc4cc(O)ccc4OC3)O2)c(=O)[nH]c1=O	1	7	0.6	4	5	9	-1	-2	2	2
10	CCN(CC(=O)Nc1c(F)cccc1F)C(=O)CCN1C(=O)C2CC=CCC2C1=O (centres undefined)	3	5	-0.5	1	0	-3	5	0	-1	5
11	CCNC(=O)C1CCCN(C(=O)c2ccc(N(C)C)cc2)CC1 (centres undefined)	-1	4	-0.1	5	-6	3	12	-2	-3	3
12	O=C(N[C@@H](Cc1ccccc1)C(=O)NCCc1c[nH]c2ccccc12)c1ccco1	-3	3	0.6	2	-8	6	5	-2	3	6
13	CCOc1ccc(C2CC(c3ccc(F)cc3)n3ncnc3N2)cc1 (centres undefined)	-1	1	-1.8	-4	3	3	-9	1	-7	-3
14	c1ccc(CN2CCOCC2)nc1	-6	2	-0.2	4	1	3	-2	0	3	2
15	O=C(c1ccc(C(F)(F)F)cc1)C1CCCN(C(=O)c2cnccn2)C1 (centres undefined)	3	5	-0.1	-4	1	5	2	1	-3	2
16	CCc1[nH]nc(C(=O)N/N=C/c2ccncc2)c1C	3	-1	0.4	-3	12	-1	4	-2	-1	2
17	Cc1ccc(-n2c(=O)cc(N3CC(C)CC(C)C3)[nH]c2=O)cc1 (centres undefined)	3	-5	0.4	-7	4	-2	-6	0	-1	-11
18	COCCNc1nc2cc(-c3ccccc3C)sc2c(=O)n1C	4	-10	0.0	-7	0	-12	-11	2	-1	6
19	O=C(O)c1ccc(Sc2nnc(-c3cccc(Br)c3)o2)c([N+](=O)[O-])c1	-3	7	0.1	4	5	-11	-5	1	0	-1
20	CCOC(=O)c1cc(CC)sc1NC(=O)CN1CCN(C(=O)c2ccco2)CC1	0	-3	-0.2	6	-4	0	-8	-3	7	-1
21	COC(=O)c1nc2nc(-c3cccs3)cc(C(F)(F)F)n2n1	0	7	205*	-4	0	-1	16	-2	-1	2
22	COc1ccc(NC(=O)CNCCC2=CCCCC2)cc1	1	-1	0.3	5	6	4	11	-1	2	5
23	CCOc1ccc(NS(=O)(=O)c2ccc(C(=O)N3CCC3)cc2)cc1	1	-10	0.7	0	-9	1	-22	3	3	-6
24	C=CCC(CC=C)(NC(=O)c1ccccc1C(=O)O)c1ccccc1	-6	1	-0.9	-1	6	-5	-4	-1	-1	-4
25	CCCc1c(C)nn(-c2ncccc2[N+](=O)[O-])c1C	-3	4	0.6	-2	2	-5	-2	-1	1	10
26	Cc1noc(C)c1CN1C(=O)c2ccc([N+](=O)[O-])cc2C1=O	0	-2	-0.8	0	-4	0	17	-2	1	5
27	Cc1nc(S/C(=C/c2ccc(OCc3ccc(C(=O)O)cc3)cc2)C(=O)O)n[nH]1	10	2	0.1	6	22*	-3	-10	4	0	6
28	COC(=O)[C@H]1C[C@@H]1[C@H](NC(=O)[C@H]1C[C@@H]1[C@H](NC(=O)OCc1ccccc1)c1ccccc1)c1ccccc1	0	-3	-0.5	-2	-2	20*	-1	1	-1	-2
29	Cc1csc2cc(-c3cccc([N+](=O)[O-])c3)c(-c3cccc([N+](=O)[O-])c3)c[n+]12	-1	-1	0.1	-6	8	3	7	-3	2	0
30	COc1ccc(NC(=O)CN(C)C(=O)/C=C/c2cn(-c3ccccc3)nc2-c2cccs2)cc1	0	2	-14	1	6	-51	0	-1	-4	-1

Part of the list above, as labelled records:
21) COC(=O)c1nc2nc(-c3cccs3)cc(C(F)(F)F)n2n1
  LEDGF integ inh: 0
  Tn6 DDE FP: 7
  proKLK7 act: 205*
  MBD2 inh: -4
  TCR CD3 inh: 0
  SIAE primary: -1
  TDP2 inh: 16
  UHRF1 MBD2 ctr: -2
  PRMT1 FP inh: -1
  Tn7 DDE FP: 2

29) Cc1csc2cc(-c3cccc([N+](=O)[O-])c3)c(-c3cccc([N+](=O)[O-])c3)c[n+]12
  LEDGF integ inh: -1
  Tn6 DDE FP: -1
  proKLK7 act: 0.1
  MBD2 inh: -6
  TCR CD3 inh: 8
  SIAE primary: 3
  TDP2 inh: 7
  UHRF1 MBD2 ctr: -3
  PRMT1 FP inh: 2
  Tn7 DDE FP: 0

Other structures.
item	structure	LEDGF integ inh	Tn6 DDE FP	proKLK7 act	MBD2 inh	TCR CD3 inh	SIAE primary	TDP2 inh	UHRF1 MBD2 ctr	PRMT1 FP inh	Tn7 DDE FP
31	Cc1cc(C)nc(SCC(=O)n2c3c(c4ccccc42)CCCC3)n1	0	7	-0.7	-6	-7	-2	8	-3	0	6
32	COc1cc(C)c(S(=O)(=O)n2c([N+](=O)[O-])cnc2C)cc1C	1	-4	0.3	5	2	12	9	-1	-1	-2
33	COc1ccc(S(=O)(=O)N2CCN(CC(O)COc3ccc(CC#N)cc3)CC2)cc1OC (centres undefined)	-6	-5	-0.2	4	-3	2	0	2	2	4
34	CCN1CCN(c2cc(C)c3cc(NC(=S)N4CCCCC4)ccc3n2)CC1	1	-6	12	-2	4	2	-5	4	4	-3
35	Fc1cc(Br)ccc1NC(=S)NCCc1ccccc1	-1	-6	-0.1	4	-2	-3	1	1	1	6
36	COc1ccc(-c2ccc(NCCN3CCOCC3)nn2)cc1OC	-6	3	-0.1	1	-1	-4	-11	4	2	-2
37	O=C1CCCN1c1ccc(CNS(=O)(=O)c2ccc(F)cc2)cc1	0	8	0.6	1	-5	1	-18	5	-1	-3
38	CC1CCCN(CCCNC(=O)c2ccc3c(c2)N(Cc2cccc(Cl)c2)C(=O)c2ccccc2S3=O)C1 (centres undefined)	5	16*	0.2	-5	4	-4	4	-2	-1	5
39	COC(=O)c1[nH]c2ccc(Br)cc2c1NC(=O)CN1CCCCC1CCO (centres undefined)	1	-7	0.5	-2	7	-2	1	0	-3	-2
40	COc1nc(OCCNS(=O)(=O)c2ccc(C)cc2)nc(N(C)C)n1	-1	6	0.5	2	2	-7	11	0	0	-4
41	COc1ccccc1N1CCN(C(=S)Nc2ccc(S(=O)(=O)N3CCOCC3)cc2)CC1	1	-5	0.6	6	8	11	-2	-1	-1	1
42	Cc1ccn2c(C(=O)NN=C3CCCCCCC3)c(C)nc2c1	-2	5	-0.1	-2	7	-2	-15	2	2	1
43	Cc1ccc(C(=O)N2CCN(C(=O)c3ccccc3)C2c2ccc(N(C)C)cc2)cc1 (centres undefined)	0	-2	-0.2	5	3	13	11	-5	-1	3
44	Cc1ccc(C(=O)Nc2cccc(NC(=O)c3ccc(C)cc3)n2)cc1	2	3	0.0	-4	2	7	-15	-1	-2	-7
45	Cc1ccnc(NC(=O)C(C)N2C(=O)c3ccccc3S2(=O)=O)c1 (centres undefined)	3	-1	0.5	-7	7	8	6	1	0	-7
46	COc1ccc(S(=O)(=O)N2CCOCC2)cc1C(C)C	3	-8	-0.3	-6	2	2	-19	5	-3	-5
47	COC(=O)C1C2CCC(C2)C1C(=O)OCC(=O)c1ccccc1 (centres undefined)	0	-7	-0.5	2	-8	-3	3	5	2	8
48	Cn1c(=O)n(Cc2ccccc2Cl)c(=O)c2c1[nH]c(=S)n2C	-3	3	0.2	-5	-1	1	7	4	16	-11
49	COc1ccc(CCNC(=O)COC(=O)CSc2ccc(C(N)=O)cc2[N+](=O)[O-])cc1OC	2	5	0.9	-8	4	1	5	-1	22*	8
50	CCCC1CC(C#N)N(N(C)C)C1=C(C#N)C#N (centres undefined)	1	0	0.3	-4	7	0	-1	-2	-3	6
51	COC(=O)[C@]1(Cc2ccccc2)N[C@H](CN(C)C(=O)Nc2ccccc2)[C@@H]2C(=O)N(C)C(=O)[C@@H]21	1	4	-0.2	-1	-2	1	1	6	6	-2

Gathered by group: the compounds so far with a halogen
item	structure	LEDGF integ inh	Tn6 DDE FP	proKLK7 act	MBD2 inh	TCR CD3 inh	SIAE primary	TDP2 inh	UHRF1 MBD2 ctr	PRMT1 FP inh	Tn7 DDE FP
10	CCN(CC(=O)Nc1c(F)cccc1F)C(=O)CCN1C(=O)C2CC=CCC2C1=O (centres undefined)	3	5	-0.5	1	0	-3	5	0	-1	5
13	CCOc1ccc(C2CC(c3ccc(F)cc3)n3ncnc3N2)cc1 (centres undefined)	-1	1	-1.8	-4	3	3	-9	1	-7	-3
15	O=C(c1ccc(C(F)(F)F)cc1)C1CCCN(C(=O)c2cnccn2)C1 (centres undefined)	3	5	-0.1	-4	1	5	2	1	-3	2
19	O=C(O)c1ccc(Sc2nnc(-c3cccc(Br)c3)o2)c([N+](=O)[O-])c1	-3	7	0.1	4	5	-11	-5	1	0	-1
21	COC(=O)c1nc2nc(-c3cccs3)cc(C(F)(F)F)n2n1	0	7	205*	-4	0	-1	16	-2	-1	2
35	Fc1cc(Br)ccc1NC(=S)NCCc1ccccc1	-1	-6	-0.1	4	-2	-3	1	1	1	6
37	O=C1CCCN1c1ccc(CNS(=O)(=O)c2ccc(F)cc2)cc1	0	8	0.6	1	-5	1	-18	5	-1	-3
38	CC1CCCN(CCCNC(=O)c2ccc3c(c2)N(Cc2cccc(Cl)c2)C(=O)c2ccccc2S3=O)C1 (centres undefined)	5	16*	0.2	-5	4	-4	4	-2	-1	5
39	COC(=O)c1[nH]c2ccc(Br)cc2c1NC(=O)CN1CCCCC1CCO (centres undefined)	1	-7	0.5	-2	7	-2	1	0	-3	-2
48	Cn1c(=O)n(Cc2ccccc2Cl)c(=O)c2c1[nH]c(=S)n2C	-3	3	0.2	-5	-1	1	7	4	16	-11

High-throughput results (PubChem BioAssay)
